S3 lipid droplet: qHTS Assay for Lipid Storage Modulators in Drosophila S3 Cells. Drosophila S3 cells, BODIPY lipid droplet fluorescence, 18-24 h; cells fed with added oleic acid. lipid storage change, negative = inhibition, % at the top dose, mostly 46.1 µM; hits show Potency in µM. actives 0.64% (n = 320,000); active = well fitted inhibition curve with a large enough effect in the signal ratio, with a control signal flat, not every such curve was filed as active; inconclusive = small, poorly fitted or top-dose-only effect, or effect the other way, or a change in a side signal; the % refers to the signal ratio
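Drosophila S3 cells got compounds at several concentrations plus oleic acid (400 uM solution). Laser-scanning cytometry with 488 nm excitation read lipid droplets at 500-530 nm and cells at 575-640 nm. Percent activity was relative to 20 uM Triacsin C.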
S3 lipid droplet cell count max: second read-out of S3 lipid droplet, no call of its own (marks repeat the call); cell number change, %; measured here: cell count max response;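 cells counted by Cell Tracker Red CMTPX staining in the red channel; peak over a dose series mostly up to 46.1 µM; percent activity relative to internal control wells on each plate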
* = called active by the depositor; i = inactive; ? = inconclusive; / = not tested or not shown. % is scaled to controls: 0 for no effect and ±100 for the full control effect; potency is read from the fitted curve at half-maximal effect. Not all compounds are listed; the hit share may differ from the screen's.

SMILES | S3 lipid droplet cell count max | S3 lipid droplet
CCOc1ccc(NC(=O)Nc2cccs2)cc1 | / | i
Cc1ccc(NCc2ccccc2O)cc1 | / | ?
CCOC(=O)C1CCN(CC(O)COc2ccc(C(C)(C)C)cc2)CC1 (stereo not given) | / | ?
CC(C)C(=O)N1CCN(c2cc(N3CCN(C)CC3)c(F)cc2[N+](=O)[O-])CC1 | -20.5 | -0.1%
Cc1ccccc1S(=O)(=O)Cc1ccc(C(=O)NCCN(Cc2ccccc2)C(C)C)o1 | / | -10.3%
O=C(CCNS(=O)(=O)c1ccc(Cl)cc1)NCc1cccnc1 | / | ?
Cc1cccc(C)c1NC(=O)CSc1nnc(-c2cccnc2)o1 | / | -1.9%
CC1(C)CC(NC(=O)C23CCC(C)(C2Br)C3(C)C)CC(C)(C)N1 (stereo not given) | -6.7 | 0.2%
Cc1ccc(NC(=S)NCCc2ccc(S(N)(=O)=O)cc2)cc1C | 1.9 | -11.8%
CCC(=O)N1CCN(c2ccc(NC(=S)NC(=O)c3cccc([N+](=O)[O-])c3)cc2)CC1 | / | ?
CC1Sc2ccc(S(=O)(=O)CCC(=O)NCc3ccccc3)cc2NC1=O (stereo not given) | / | ?
CCOc1ccc(-n2c(C)cc(/C=N/N(C)C)c2C)cc1 | / | i
O=C(COC(=O)c1ccccc1Br)Nc1ccccc1F | / | ?
CCOC(=O)N1CCN(C(=O)CCSc2ccc(C)cc2)CC1 | / | ?
Cc1ccc(C(=O)NCc2ccccn2)o1 | 12.5 | 3.4%
CCCc1cc(=O)oc2cc(OCC(=O)NCCCN3CCOCC3)ccc12 | / | ?
Cc1nc2ccccc2c(=O)n1NC(=O)c1cncc(Br)c1 | / | ?
O=C(O)c1cnc(-c2ccccc2)nc1C(F)(F)F | 16.2 | -0.8%
Cc1ccc(S(=O)(=O)NC(C)c2ccccc2)cc1[N+](=O)[O-] (stereo not given) | -16.5 | i
N#C/C(=C(/O)CCl)c1nc2ccccc2[nH]1 | / | ?
CCN(CC)CCCN1C(=O)C(O)=C(C(=O)c2ccco2)C1c1ccc(OC(C)C)cc1 (stereo not given) | / | ?
O=C(NNC(=O)c1csc(-c2cnccc2C(F)(F)F)n1)c1ccc(C(F)(F)F)cc1 | 12.4 | 4.9%
COc1ccc(S(=O)(=O)N2CCOC2CNC(=O)C(=O)NCCN2CCOCC2)cc1C (stereo not given) | / | -1.1%
CCS(=O)(=O)N1CCC(N2CCC(C)CC2)CC1 | / | ?
Cc1ccc(C(=O)NCCCc2ccccc2)c(Cl)c1 | / | ?

(further entries)
SMILES | S3 lipid droplet cell count max | S3 lipid droplet
CCOc1cc(N2CCOCC2)c(OCC)cc1NC(=O)COC(=O)c1cccc2ccccc12 | / | ?
O=C(CCC(=O)N1CCOc2ccccc21)Nc1ccc(F)cc1F | 3.2 | 3.1%
Cc1ccc2c(Cl)cc(Cl)c(OCC(=O)N(C(C)C)C(C)C)c2n1 | 4.4 | 11.7%
CCOC(=O)c1sc(NC(=O)CSc2nnc(C)s2)c(C(=O)OCC)c1C | / | ?
CCOC(=O)N1CCC(NC(=O)CCc2nc(-c3ccccc3F)no2)CC1 | / | ?
Cc1cc([N+](=O)[O-])ccc1NC(=O)CSc1nncn1-c1cccnc1 | 12.0 | i
O=C(C1CC1)N1CCN=C1SCc1ccc(F)cc1 | -1.5 | -8.2%
O=C(N/N=C/c1ccccn1)c1[nH]c2ccc([N+](=O)[O-])cc2c1-c1ccccc1 | / | ?
Cc1nnc(NC(=O)Cn2c(=O)sc3ccccc32)s1 | / | ?
Nn1c(SCc2ccccc2)nc2ccccc21 | / | ?
O=C(NCCCn1ccnc1)c1ccc(N2CCCCC2)c([N+](=O)[O-])c1 | / | ?
COc1cc(/C=C/c2cccc[n+]2C)ccc1OCC(=O)Nc1ccccc1 | -15.4 | i
CC1=C(C)CC2(SC1)C(=O)N(c1ccccc1)N=C2N (stereo not given) | / | ?
Cc1cccc(C)c1NC(=O)C(c1ccc([N+](=O)[O-])cc1)N(C)C(=O)c1ccccn1 (stereo not given) | 12.9 | 26.6%
CCC(Sc1nnnn1C)C(=O)Nc1ccc(C(C)=O)cc1 (stereo not given) | / | ?
COc1ccc(OCC(=O)Nc2cccc3ncccc23)cc1 | / | i
Cc1ccc(NC(=O)CN(C)C(C)C(=O)Nc2ccc(S(=O)(=O)N3CCCC3)cc2)cc1 (stereo not given) | / | ?
NC(=O)c1ccccc1NC(=O)/C=C/c1c(Cl)cccc1Cl | / | ?
CCCN1CCN(C(=O)Cn2cccc2C(=O)c2ccccc2)CC1 | -2.6 | 7.1%
COC(=O)C(Cc1ccc(O)cc1)NC(=O)c1ccccc1OC (stereo not given) | 20.8 | i
COc1ccc(CCNC(=O)c2c(-c3ccccc3Cl)noc2C)cc1 | 0.1 | -2.2%
Cc1cccc(OCC(=O)Nc2ccc(C(=O)O)cc2NC(=O)COc2cccc(C)c2)c1 | / | ?
NC(CSC12CC3CC(CC(C3)C1)C2)C(=O)O (stereo not given) | / | ?
CCOC(=O)C1CCCN(C(=O)c2cn(CC(C)C)c(=O)c3cc(OC)c(OC)cc23)C1 (stereo not given) | -3.2 | 0.5%
CCCCNC(=S)N(C)/N=C/c1c(F)cccc1F | / | 27.5%

Next part:
SMILES | S3 lipid droplet cell count max | S3 lipid droplet
Cc1ccc(C2=C/C(=C\c3cccnc3)C(=O)O2)cc1 | / | ?
NCC(O)CN(c1ccccc1)c1ccccc1 (stereo not given) | / | ?
Cc1cccc(NC(=S)/N=C(\N)Nc2nc(C)c3ccc(C)cc3n2)c1 | / | -27.3%
CCOC(=O)Cc1c(C)nc2c(-c3ccccc3OC)c(C)nn2c1C | -8.6 | -7.1%
Cc1cccc(NC(=O)CNC(=O)CN2C(=O)NC3(CCCCC3C)C2=O)c1C (stereo not given) | -10.2 | i
COc1ccc(NC(=O)/C(=C\c2ccc(F)cc2)NC(=O)c2ccco2)cc1 | / | ?
COc1ccc(CCNC(=O)CCN2C(=O)[C@@H]3Cc4ccccc4CN3C2=O)cc1 | / | ?
CCC(C)c1ccccc1N1CC(C(=O)N2CCN(S(=O)(=O)c3ccc(F)cc3)CC2)CC1=O (stereo not given) | / | ?
COc1ccc(OC)c(C2=NOC(C(=O)N3CCN(c4ccccc4)CC3)C2)c1 (stereo not given) | / | ?
CSc1cccc(NC(=O)C(C)NS(=O)(=O)c2ccc(F)cc2)c1 (stereo not given) | / | i
CCCn1c(SCC(=O)NC(=O)Nc2ccc(C)cc2C)n[nH]c1=O | -11.5 | 10.7%
COc1ccc(S(=O)(=O)Cc2ccc(C(=O)N3CCN(c4cccc(C)c4)C(C)C3)o2)cc1 (stereo not given) | 17.7 | 5.4%
CC1=C/C(=C/N(C)c2ccccc2)C(=O)S1 | / | i
CCCc1ccc(OCc2ccc(C(=O)NN)o2)c(OC)c1 | 12.7 | 7.7%
CCn1cc(/C=C(\NC(=O)c2cc(OC)c(OC)c(OC)c2)C(=O)NCCCN2CCOCC2)c2ccccc21 | / | ?
CCC(=O)Nc1ccc2oc(-c3cccc(C)c3)nc2c1 | / | ?
Cc1onc(-c2c(Cl)cccc2Cl)c1COC(=O)c1ccc(Cl)cc1[N+](=O)[O-] | 3.5 | 0.0%
CCN(CC)C(=O)N1CCN(C(=O)N(CC)CC)CC1 | 22.1 | 23.4%
CCCS(=O)(=O)c1nc(S(=O)(=O)c2ccc(C)cc2)c(N2CCCC(C)C2)s1 (stereo not given) | / | ?
O=C(c1cc(-c2cccc(Br)c2)nc2ccccc12)N1CCCC1 | 7.6 | 4.5%
O=C(O)/C(=C\c1ccc(F)cc1)c1ccc(-c2ccccc2)cc1 | / | ?
O=C(NCC1CCCO1)C1CCC(N2C(=O)c3ccccc3C2=O)CC1 (stereo not given) | / | ?
COC(=O)c1cc(-c2cccc([N+](=O)[O-])c2)c2c(=O)n(C)c(=O)n(C)c2n1 | / | ?
CCN(Cc1ccc2c(c1)OCCO2)C(=O)CN1C(=O)NC2(CCc3ccccc32)C1=O (stereo not given) | -24.0 | 8.1%
O=C(NCCC(=O)N1CCCCCCC1)c1ccc(Cl)cc1 | / | -1.8%

Other results follow:
SMILES | S3 lipid droplet cell count max | S3 lipid droplet
O=C(Nc1c(C(=O)N2CCOCC2)oc2ccccc12)c1ccccc1Cl | / | i
Cc1ccc(-c2n[nH]c(=S)c3ccccc23)cc1S(=O)(=O)NCC1CCCO1 (stereo not given) | / | ?
COc1ccccc1C1CCN(C(=S)Nc2ccc(Br)cc2)CC1 | 6.2 | 7.5%
Cc1ccccc1N=Nc1c(O)n(C)c2ccccc12 | 8.6 | i
O[C@@H]1C2CCCC1[C@]1(O)CCCCC1C2 (stereo not given in full) | / | ?
CCN(CC)C(=O)c1cccc(NC(=O)C2=COCCO2)c1 | / | ?
N#C/C(=C\Nc1ccccn1)S(=O)(=O)c1ccc(Cl)cc1 | -5.9 | 13.5%
CCOc1ccc(NC(=O)CS(=O)(=O)c2cn(CC)c3ccccc23)cc1 | / | ?
COCCOCC(=O)Nc1ccc(S(=O)(=O)Nc2cc(C)nc(C)n2)cc1 | 21.3 | -12.7%
O=C(C1CC1)N1CCc2cc(S(=O)(=O)N3CCCc4ccccc43)ccc21 | 1.0 | 13.7%
Cc1sc(NC(=S)NC(=O)c2cccs2)nc1-c1ccc(C(C)C)cc1 | / | -23.8%
Cc1ccc2sc(NNC(=O)c3ccc4c(c3)OCCO4)nc2c1C | 2.1 | 17.5%
Cc1cc(NC(=O)CN2C(=O)NC(C)(c3ccc(OC(F)F)cc3)C2=O)no1 (stereo not given) | / | ?
Cn1nc(-c2ccc(OCC(=O)Nc3ccccc3)cc2)c2ccccc2c1=O | / | ?
O=C(O)C(c1ccccc1)N1C(=O)/C(=C\c2ccc(O)c(O)c2)SC1=S (stereo not given) | / | ?
COC(=O)c1ccc(N=Cc2c(-c3ccccc3)[nH][nH]c2=O)cc1 | / | ?
CCOc1ccc(S(=O)(=O)NCc2ccc(C)cc2)c2cccnc12 | 1.1 | 15.5%
Cc1cc(NC(=O)CSc2nnc(CNC(=O)c3ccc(F)cc3)o2)no1 | 19.9 | -4.9%
O=C(COc1ccc(N2CC(C(=O)O)CC2=O)cc1)Nc1cccc(C(F)(F)F)c1 (stereo not given) | / | ?
C=CCNC(=O)c1onc(CSc2ccccn2)c1C(=O)NCC=C | 5.6 | 5.4%
CCC(=O)NC(c1ccc(Cl)cc1Cl)c1ccc2cccnc2c1O (stereo not given) | / | ?
CC1CCC(NC(=O)CCNC(=O)c2ccc(Br)cc2)CC1 (stereo not given) | / | ?
Cc1nn(C)c(C(=O)NNC(=S)NC2CCCCC2)c1Cl | / | ?
CCc1ccc(N2CC(C(=O)OCC(=O)Nc3ccc([N+](=O)[O-])cc3)CC2=O)cc1 (stereo not given) | / | ?
Cc1sc2ncnc(SCC(=O)N3CCN(C(=O)c4ccco4)CC3)c2c1C | / | ?

(more compounds)
SMILES | S3 lipid droplet cell count max | S3 lipid droplet
Cc1cccc(NC(=O)c2c(O)c3cccc4c3n(c2=O)CCC4)n1 | -9.0 | -6.1%
S=C1Cc2ccccc2N1 | / | ?
COC(=O)CN1C(CN2CCOCC2)=Nc2ccc(Br)cc2C1c1ccccc1 (stereo not given) | -0.6 | 7.3%
COc1ccc(-n2c(SCC(=O)N3CCCCC3C)nnc2-c2cccnc2)cc1 (stereo not given) | / | i
CC(Oc1cccc(Cl)c1)C(=O)Nc1cc(S(=O)(=O)N2CCOCC2)ccc1N1CCCC1 (stereo not given) | / | ?
CCc1cc2c(=O)c(-c3ccc4c(c3)OCO4)coc2c(CN(C)C)c1O | 18.0 | 16.7%
Cc1oc2cc(O)cc(C)c2c(=O)c1-c1cnn(-c2ccccc2)c1 | / | ?
COc1ccc(-c2cccc(C(=O)Nc3ccccc3C)c2)cc1 | -1.0 | 7.4%
CCCN1C2CCCC1CC(NC(=O)Nc1ccc(C(C)C)cc1)C2 (stereo not given) | -12.4 | -8.5%
O=C(CSc1nc2ccc(Cl)cc2o1)NCc1ccc2c(c1)OCO2 | 1.8 | -2.8%
CCn1c(SCC(=O)Nc2ccc3c(c2)c2ccccc2n3CC)nnc1-c1ccco1 | / | ?
COc1ccc(N2CCN(C(=O)c3cccc(N4C(=O)C5CC=CC(C)C5C4=O)c3)CC2)cc1 (stereo not given) | 6.1 | -7.7%
O=C(Nc1ccc(C2=NCCN2)cc1)c1ccc(C(=O)Nc2ccc(C3=NCCN3)cc2)c(Cl)c1 | / | ?

Given with values under each structure: part of the list above
Second line of a record: S3 lipid droplet cell count max, S3 lipid droplet
S=C1Cc2ccccc2N1
 : /, ?
CCn1c(SCC(=O)Nc2ccc3c(c2)c2ccccc2n3CC)nnc1-c1ccco1
 : /, ?
COc1ccc(-c2cccc(C(=O)Nc3ccccc3C)c2)cc1
 : -1.0, 7.4%
CC(Oc1cccc(Cl)c1)C(=O)Nc1cc(S(=O)(=O)N2CCOCC2)ccc1N1CCCC1 (stereo not given)
 : /, ?

Another view of some results above.
Every second line gives: S3 lipid droplet cell count max, S3 lipid droplet
> O=C(Nc1ccc(C2=NCCN2)cc1)c1ccc(C(=O)Nc2ccc(C3=NCCN3)cc2)c(Cl)c1
 : /, ?
> S=C1Cc2ccccc2N1
 : /, ?
> CCn1c(SCC(=O)Nc2ccc3c(c2)c2ccccc2n3CC)nnc1-c1ccco1
 : /, ?
